# Source: PubChem BioAssay
# SENP8 block-1 = blocks human SENP8 cleavage of Nedd8 substrate | Q96LD8 | 360,000 compounds, 0.64% hits | recombinant SENP8, Nedd8 substrate fluorescence | AID 602440 | inhibition, % at 20 µM; in the data active means inhibition mostly above about 40%, no sharp cut-off; inactive means mostly below about 27%
# Target sequence (Q96LD8 whole entry, looked up): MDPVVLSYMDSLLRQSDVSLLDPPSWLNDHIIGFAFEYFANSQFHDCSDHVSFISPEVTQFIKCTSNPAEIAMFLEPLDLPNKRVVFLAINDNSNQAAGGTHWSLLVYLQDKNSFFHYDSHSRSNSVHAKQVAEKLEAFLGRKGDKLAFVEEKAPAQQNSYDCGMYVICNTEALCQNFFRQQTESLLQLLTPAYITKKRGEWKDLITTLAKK
# HKDC1 inhibitor = inhibitors of human hexokinase HKDC1 | inhibition, % at 20 µM | 340,000 compounds, 0.16% hits | recombinant HKDC1, G6PDH/diaphorase resazurin coupled fluorescence;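 active means inhibition above about 35% when tested at 20 µM, limit read from the data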;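 further: plate controls were DMSO wells with enzyme for no effect and DMSO wells lacking enzyme for full effect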
#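 System: Recombinant HKDC1 hexokinase | Amount: HKDC1 at 5 µg/mL | Reagent: Glucose with 1 mM ATP | Doses: Single 20 µM dose | Incubation: Reaction time 90 min, room temperature, protected from light | Signal: Coupled resazurin fluorescence, excitation 525 nm, emission 613 nm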
# SENP8 block-2 = blocks the human protease SENP8; Q96LD8; purified SENP8, Z-RLRGG-aminoluciferin cleavage, luminescence; inhibition, % at 10 µM; 330,000 compounds, 1.2% hits; AID 2540; in the data active means inhibition above about 50%
# PfG6PD inh = PfG6PD (Plasmodium falciparum) enzyme inhibition; inhibition, % at 20 µM; PfGluPho enzyme, NADPH resazurin-diaphorase fluorescence; 350,000 compounds, 0.78% hits;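 active means inhibition reaching at least a set limit at 20 µM in the primary screen, cut at about 59% in these data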;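 further: 0% = DMSO wells with substrate and 100% = DMSO wells lacking glucose-6-phosphate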
# Apaf1 inhib = human Apaf-1 inhibition | inhibition, % at 20 µM | 330,000 compounds, 0.71% hits | reconstituted apoptosome caspase-3 activity, DEVD-Rh110 fluorescence; active means inhibition of at least 40% at 20 µM;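 further: plate controls were DMSO wells for no effect and DEVD-CHO caspase inhibitor wells for full effect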
#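 detection = Rh110 fluorescence intensity | test system = biochemical Apaf-1 apoptosome reconstitution | also added = cytochrome c and DEVD-Rh110 substrate | schedule = 30 min plus 50 min, RT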
# SENP7 inh = blocks the human protease SENP7. recombinant SENP7, Z-RLRGG-aminoluciferin luminescence, 40 min. inhibition, % at 5 µM. 330,000 compounds, 1.5% hits. AID 434973;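 active means inhibition above about 50% at the single test dose, limit read from the data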;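 further: plate controls were DMSO with enzyme for no effect and no enzyme buffer wells for full effect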
# Target sequence (Q9BQF6 706-1050 limits assumed): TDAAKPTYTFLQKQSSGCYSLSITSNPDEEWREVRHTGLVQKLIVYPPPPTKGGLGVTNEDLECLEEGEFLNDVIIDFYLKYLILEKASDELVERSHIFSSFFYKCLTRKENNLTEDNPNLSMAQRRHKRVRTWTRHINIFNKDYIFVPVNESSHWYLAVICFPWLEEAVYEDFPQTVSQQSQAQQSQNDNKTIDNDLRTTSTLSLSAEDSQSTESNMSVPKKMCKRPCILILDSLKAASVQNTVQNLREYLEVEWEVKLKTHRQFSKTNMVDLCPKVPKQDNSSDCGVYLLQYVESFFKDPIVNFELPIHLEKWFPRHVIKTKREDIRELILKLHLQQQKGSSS
# SENP6 block = blocks the human protease SENP6 | Q9GZR1 | Recombinant SENP6 catalytic domain, aminoluciferin luminescence | 330,000 compounds, 1.8% hits | inhibition, % at 10 µM | AID 2599;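 active means inhibition above about 50% at the single tested dose, limit read from the data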;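 further: plate controls were DMSO wells with enzyme for no effect and DMSO wells lacking enzyme for full effect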
# SENP1 FRET inh = blocks the human SENP1 SUMO protease catalytic domain; recombinant SENP1 catalytic domain, CyPet-SUMO1-YPet FRET cleavage; inhibition, % at 10 µM; 360,000 compounds, 0.21% hits; Q9P0U3;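 active means inhibition at least 30% at 10 µM, raw YFP signal under a set limit, fluorescence ratio 0.5 to 1.5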;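 further: 0% = enzyme with DMSO and 100% = no enzyme wells; some results filed as inactive read as strong as hits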
# Target sequence (Q9P0U3 419-644 limits assumed): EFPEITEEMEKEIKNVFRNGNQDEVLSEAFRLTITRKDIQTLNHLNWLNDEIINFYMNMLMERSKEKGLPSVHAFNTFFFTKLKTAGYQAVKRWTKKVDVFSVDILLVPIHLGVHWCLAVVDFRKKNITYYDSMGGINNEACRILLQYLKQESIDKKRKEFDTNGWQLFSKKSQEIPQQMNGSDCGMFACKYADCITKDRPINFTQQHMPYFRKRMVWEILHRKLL
#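 material = recombinant human SENP1 catalytic domain, His6-tagged | quantity = 20 pM enzyme | reagent = 25 nM SUMO1 FRET substrate | compound dosing = 10 µM single point, 0.5% DMSO | timing = 50 min enzyme reaction, room temperature, light-protected | detection = FRET, CFP and YFP emission | control set = no-enzyme low, enzyme-DMSO high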
# Starred values were filed as active, the others as inactive; nt = no result given.
Molecule	SENP8 block-1	SENP8 block-2	SENP1 FRET inh	SENP6 block	Apaf1 inhib	HKDC1 inhibitor	PfG6PD inh	SENP7 inh
Nc1ccccc1N1CCOCC1	0	5	1	-4	6	2	1	9
Cc1nnc(N2CCc3ccccc3C2)[nH]c1=O	10	-7	2	-6	8	2	-15	2
CCC(C)N(C(=O)Cn1c(=O)cnc2ccccc21)C1CCS(=O)(=O)C1 (stereo unspecified)	-199	-8	-1	4	0	-5	0	3
CCOc1ccccc1NS(=O)(=O)c1cccs1	8	5	-1	-13	1	-1	99*	-3
CCN(C(=O)COC(=O)c1cc(=O)[nH]c2ccccc12)C1CCS(=O)(=O)C1 (stereo unspecified)	-388	-2	1	-25	-6	0	-20	-4
CCC(=O)N(C(=O)CC)N1CCN(c2ccncc2S(=O)(=O)N2CCCCC2)CC1	2	-2	1	0	-8	-2	-2	0
COc1ccc(CC(=O)Nc2oc(-c3ccccc3)c(-c3ccccc3)c2C#N)cc1OC	-91	-1	-3	-16	10	14	1	0
CCn1c(=N)n(CC(=O)c2ccc(OC)c(OC)c2)c2ccccc21	2	-1	-1	1	9	3	-7	3
CCCCn1c(N)c(N(CC(C)C)C(=O)c2ccc(N(C)S(=O)(=O)c3ccc(C)cc3)cc2)c(=O)[nH]c1=O	7	15	-4	1	0	-4	1	-9
CC(C)(C)c1cc(C(=O)Nc2cccnc2)cc(C(=O)Nc2cccnc2)c1	20	-8	-1	-23	7	0	8	-2
COc1ccc(CC(=O)Nc2c3c(nn2-c2cccc(C)c2C)CS(=O)(=O)C3)cc1	6	-9	0	-11	-22	3	-10	-6
Cc1ccc(-c2nc(CSCC(=O)NCc3cccnc3)c(C)o2)cc1	23	-2	2	-18	-4	-2	-19	-5
CCOc1ccc2nc(SCC(=O)N3CCCCCC3)c(C#N)cc2c1	-146	0	-32	-2	22	22	28	9
COC(=O)[C@H](CCSC)NC(=O)Nc1ccc(C(C)=O)cc1	3	4	1	-2	-9	-3	-5	3
COc1ccc(N(CC(=O)NN=C2CCN(C)CC2)S(=O)(=O)c2ccc(NC(C)=O)cc2)cc1	6	0	6	9	3	1	-2	-5
CC(C)n1c(O)c(N=NC(=O)c2ccccc2NS(=O)(=O)c2cccs2)c2ccccc21	26	6	0	2	2	-4	-12	2
C=CCSc1nc(C)c(CCC(C)C)c(=O)[nH]1	14	-3	1	-15	8	-6	6	-1
Cc1ccc(S(=O)(=O)NNC(=S)Nc2cccc(F)c2)cc1	6	4	-1	-8	18	-13	13	2
COc1ccccc1NC(=O)COC(=O)c1ccc([N+](=O)[O-])s1	22	72*	6	91*	23	3	-3	51*
COc1ccccc1C(=O)NCc1ccccc1	-2	-5	2	-5	1	-1	-12	-7
CN(Cc1cnn(C)c1)C(=O)C1CCC(=O)N(Cc2cccc(C(F)(F)F)c2)C1 (stereo unspecified)	-1	-6	1	2	2	-2	3	-6
Cc1ccccc1Cn1c(O)c(N=NC(=S)Nc2ccccc2F)c2ccccc21	21	-4	9	-28	2	-13	13	-14
CCOC(=O)C1=c2s/c(=C\c3ccncc3)c(=O)n2C(N)=C(C(=O)OC)C1c1ccncc1 (stereo unspecified)	4	3	1	-21	-1	-1	6	-6
COCCOc1cc(NC(=O)c2sccc2Oc2ccc([N+](=O)[O-])cc2F)c(Cl)cc1Cl	32	-4	1	-1	14	-2	3	-3
Cc1ccc(S(=O)(=O)N2CCC(=O)N(CCOCc3ccc(C(F)(F)F)cc3)CC2)cc1	1	6	0	2	30	1	15	2
Clc1ncc(Cn2cccn2)s1	15	3	2	5	-13	2	-27	2
CCCCNC(=O)C1CCN(c2nc(C)cc(C)n2)CC1	-42	-1	1	-18	-5	-5	-5	-1
CCN1CCN(CCCNC(=O)c2csc3c2CCCCC3)CC1	3	-17	7	-7	7	-7	-12	-8
CCCC(=O)N1CCN(c2ccc([N+](=O)[O-])c(NC(C)c3ccccc3)c2)CC1 (stereo unspecified)	17	-9	2	-5	6	5	34	-4
COc1ccccc1C(=O)NCC(=O)NNc1ncnc(N)c1[N+](=O)[O-]	nt	11	nt	16	-2	nt	nt	11

# Limited to SENP8 block-1 (5 entries from above):
Compound	SENP8 block-1
COc1ccccc1C(=O)NCc1ccccc1	-2
CN(Cc1cnn(C)c1)C(=O)C1CCC(=O)N(Cc2cccc(C(F)(F)F)c2)C1 (stereo unspecified)	-1
Cc1ccccc1Cn1c(O)c(N=NC(=S)Nc2ccccc2F)c2ccccc21	21
CCOC(=O)C1=c2s/c(=C\c3ccncc3)c(=O)n2C(N)=C(C(=O)OC)C1c1ccncc1 (stereo unspecified)	4
COCCOc1cc(NC(=O)c2sccc2Oc2ccc([N+](=O)[O-])cc2F)c(Cl)cc1Cl	32

# The list continues:
Molecule	SENP8 block-1	SENP8 block-2	SENP1 FRET inh	SENP6 block	Apaf1 inhib	HKDC1 inhibitor	PfG6PD inh	SENP7 inh
Cc1cccc(N2C(=O)c3cccc4c(N)ccc(c34)C2=O)c1	-82	2	-26	21	-2	5	6	-2
O=C(CSc1ccc2nnc(-c3ccccn3)n2n1)N1CCN(c2ccccc2)CC1	6	-14	0	-11	8	1	3	-13
COc1ccc(CC(=O)NCC2(c3ccc(OC)c(OC)c3)CCOCC2)cc1	13	-8	2	-18	5	4	-8	-12
COc1ccc(C(=O)ON=C2CCN(C)CC2)cc1	-6	-8	3	-17	-3	-9	-1	-4
COc1ccc(NC(=O)c2cc(NC(=O)C3CCCCC3C(=O)O)ccc2N2CCOCC2)cc1 (stereo unspecified)	-33	-3	-1	9	0	-3	-11	4
COC(=O)c1c(N)sc(Cc2ccccc2)c1C	16	-14	0	-17	4	-22	4	-3
Nc1n[nH]c(N)c1N=Nc1cccc(C(F)(F)F)c1	44*	-18	3	1	13	-1	17	-1
NS(=O)(=O)c1ccc(NC(=S)N2CCCC2)cc1	8	0	2	-9	-4	-5	0	8
CCCc1cc(CNC(=O)C2CCC(=O)N(Cc3ccccc3OC)C2)on1 (stereo unspecified)	17	-2	-1	3	-2	-5	10	0
COc1ccccc1N1CCN(CCN2C(=O)CC(=C3c4ccccc4-c4ccccc43)C2=O)CC1	nt	-5	nt	7	12	4	12	5
COc1ccccc1N1CCN(C(=O)c2cccc(S(=O)(=O)N3c4ccccc4CC3C)c2)CC1 (stereo unspecified)	1	nt	0	nt	nt	-2	-5	nt
Cc1ccc(-c2nc3ccccc3n3nnnc23)cc1	-74	nt	-16	nt	nt	-8	-6	nt
CCc1nc(-n2[nH]c(=O)c3ccccc3c2=O)c2c3c(sc2n1)CCCC3	14	-2	4	-10	21	5	-7	-10
CCC(C(=O)NCC1CCCO1)n1nc(C)c2sc3ccccc3c2c1=O (stereo unspecified)	-17	0	-1	12	6	-4	-1	-2
Cn1cc(CC(=O)NCc2ccc(F)cc2)c2ccccc21	17	-1	3	-25	9	-4	19	9
CC(=O)Nc1cccc2ncccc12	0	-3	-1	3	-9	-5	-6	2
Nn1c(SCC(=O)NCCC2=CCCCC2)nnc1-c1cccnc1	-12	-6	9	-11	8	6	15	1
CCOC(=O)c1cnc2c(C)cc(Cl)cc2c1N1CCN(C)CC1	9	-5	-23	5	3	-4	2	1
COc1cc(/C=N/N2C(=O)CSC2=S)cc(Br)c1O	-11	nt	10	nt	nt	2	13	nt
Cc1c(C(=O)OCC(=O)Nc2ccc(S(N)(=O)=O)cc2)oc2c1ccc1ccccc12	-426	-1	0	-8	-11	1	-7	5
COc1ccc(CCCc2n[nH]c(=S)o2)cc1	13	9	2	3	-7	6	-7	2
COc1ccc2c(c1)OC1=C(C(=O)CCC1)C2C1=C(O)CCCC1=O (stereo unspecified)	12	-1	2	-15	1	-4	-18	6
CC(C)n1c(=S)[nH]c2c1c(=O)[nH]c(=O)n2C	19	-4	3	-7	-6	-4	67*	2
COc1ccc(NC(=O)CCNS(=O)(=O)c2ccc3c(c2)CC(C)N3C(C)=O)cc1 (stereo unspecified)	11	-2	1	-2	-3	-5	-8	-17
Cc1ccccc1C(=O)NNC(=S)NC(=O)c1cccnc1	11	9	1	15	-3	-5	-1	8
COc1ccc(-c2nc(SCC(=O)Nc3nccs3)c(-c3ccc(Cl)cc3)[nH]2)cc1	-25	-20	-2	-18	21	-8	12	-8
O=C(COC(=O)c1cc(=O)c2ccccc2o1)NC1CCCC1	2	4	1	5	-7	-4	3	1
O=C(COc1cccc(Br)c1)N/N=C1\CCSC1	2	6	-6	7	2	-2	-15	7
Cc1cc(C(F)(F)F)nc2c(Cl)c(C(C)(C)C)nn12	10	12	-1	-12	-8	-5	2	3
COc1ccc(CNc2oc(-c3ccccc3)nc2C#N)cc1	-463	-13	0	-10	13	5	5	-17
O=C(Cc1cccc(NC(=O)C2CCCN(C(=O)C3CC3)C2)c1)Nc1cccc(C(=O)N2CCCC2)c1 (stereo unspecified)	-2	5	1	3	12	-7	0	4
O=C(COC(=O)c1c(F)cccc1Cl)NCC1CCCCC1	11	0	1	0	6	4	0	5
CCOC(=O)Cc1csc(NC(=O)CSc2nncn2C)n1	13	4	1	-10	-11	-10	-21	3
COc1ccc(NS(=O)(=O)c2cn(C)c(=O)n(C)c2=O)c(OC)c1	23	-5	1	3	2	-3	-9	-4
O=C(Nc1ccc(O)c2c(=O)cc(-c3cccc(Cl)c3)oc12)c1ccccc1Cl	5	3	1	8	8	-1	-2	4
COc1ccc(C2(c3ccc(OC)cc3)NC(=O)NC2=O)cc1	5	3	0	-16	1	-3	5	0
NS(=O)(=O)c1ccc(NC(=O)c2ccc(Cl)c(S(=O)(=O)NCc3ccco3)c2)cc1	13	1	0	2	-8	-4	19	0
Cc1cc(C)n2cc(COc3ccccc3)nc2n1	-432	-7	2	-3	0	3	-11	-3
O=C(O)C(Cc1ccccc1)N1C(=O)/C(=C/c2ccccc2)SC1=S (stereo unspecified)	15	-6	1	5	-5	7	-12	2
CC(C)CN1C(Nc2ccccc2)=NC[C@@H]1C	3	-4	-1	-17	-1	-3	-2	-5
Cc1ccc(CSc2nc(N)cc(N)n2)cc1	15	-7	-1	-3	-19	-6	2	-6
Cc1ccc(NC(=O)COC(=O)c2ccccc2-c2nc3ccccc3s2)c(C)c1	-4	-3	0	-2	23	0	23	-7
Cc1ccc(-c2nc(CN3CCCC(C(=O)N4CCOCC4)C3)c(C)o2)cc1 (stereo unspecified)	-46	-1	-13	-11	4	-5	0	6
CCN(CC)S(=O)(=O)c1ccc(N2CCCC2)c(NS(=O)(=O)c2ccc(F)cc2)c1	21	-1	-4	-9	18	2	4	2
CCOc1ccc(CN2CCNC(=O)C2CC(=O)NCCCC2CCCC2)cc1 (stereo unspecified)	-23	-6	-13	6	18	-13	-7	-9
O=C1C=C(c2ccc3c(c2)oc2ccccc23)C[C@@H](c2ccc3c(c2)OCO3)C1	9	3	0	-1	4	6	-12	14
S=C(N/N=C/c1ccc(Br)cc1)N1CCCCC1	-2	6	2	35	6	-30	18	4
